UTI89 phage lysis: protection from phage-mediated lysis, alamar blue read-out – E. coli UTI89, K1F phage, bacterial capsule biogenesis inhibitors (AID 488966); 0.02% of 340,000 active; one-dose inhibition, % at 100 µM; IC50 in µM for titrated hits; E. coli UTI89 K1F phage lysis, alamar blue, 2 h; higher % means a stronger effect;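 active = phage lysis inhibition, versus mean bacterial control, above a set limit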;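 note: capsule biogenesis inhibitors block K1F phage lysis so surviving cells raise fluorescence; higher fluorescence means more inhibition of phage lysis; actives were called in the ten point dose series up to 300 µM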
RSV antiviral HEp-2: RSV antiviral activity via CPE protection, HEp-2 cells, primary 10 µM value included (AID 2391) | one-dose CPE inhibition, % at 10 µM; IC50 in µM for titrated hits | 0.13% of 310,000 active | HEp-2 cells, RSV-induced CPE inhibition; higher % means a stronger effect; in the data active = a potency from the dose series; note: strong numbers were not always called active
human PMI inhibition: inhibitors of human PMI, primary screen, biochemical, fluorescence intensity, coupled assay (AID 1209); one-dose inhibition, % at 20 µM; IC50 in µM for titrated hits; 0.42% of 190,000 active; purified PMI enzyme, coupled fluorescence intensity; higher % means a stronger effect;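 note: plate controls were DMSO vehicle for no effect and wells lacking substrate for full effect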
T cell modulator: T cell immune modulation candidate; 2C CD8+ T cell-vesicle binding, flow cytometry; stronger effect = lower value; calls only at 7 µM; 0.068% of 330,000 active; AID 2052;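 active = response, share of CD8 T cells binding vesicles, and their 90th percentile fluorescence all below set limits, cut at about 80% in these data, passing the limit was not always enough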
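Material: murine 2C transgenic CD8+ T lymphocytes / Also added: QL9-peptide-loaded Drosophila micro-vesicles bearing Ld, ICAM-1 and B7-1 / Schedule: binding step 1.5 h, 37 °C, antibody labelling 20 min, ice / Signal: flow cytometry, PE anti-B7-1 (FL2) versus Alexa647 anti-CD8 (FL8), PFA-fixed / Evaluation: percent CD8+ FL2 mean versus row control / Benchmarks: naked versus QL9-loaded vesicles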
M17LAP inhibition: P. falciparum M17LAP inhibitors, primary screen, biochemical, fluorogenic H-Leu-NHMec substrate, 1536-well (AID 1619); recombinant M17LAP, H-Leu-NHMec fluorogenic kinetic assay; higher % means a stronger effect; one-dose inhibition, % at 30 µM; IC50 in µM for titrated hits; 0.38% of 220,000 active;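 active = compound inhibiting the enzyme by more than half at any dose during confirmatory dose-response retesting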;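 note: plate controls were full reaction with DMSO carrier for no effect and no enzyme background for full effect; strong numbers were not always called active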
M1AAP inhibition: P. falciparum M1AAP inhibitors, biochemical, fluorogenic H-Leu-NHMec substrate, 1536-well (AID 1445); inhibition, % at 30 µM; hits with a dose series show IC50 in µM; 0.42% of 220,000 active; recombinant M1AAP, H-Leu-NHMec fluorogenic kinetic assay; higher % means a stronger effect;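 active = primary inhibition above the hit cutoff, then over 50% inhibition at one or more dose response concentrations, cut at about 23% in these data, passing the limit was not always enough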;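 note: plate controls were DMSO full reaction for no effect and no enzyme background for full effect; strong numbers were not always called active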
West Nile antiviral: inhibition of WNV-induced cytopathic effect – cell-based, CPE readout (AID 1621) | 0.02% of 290,000 active | CPE inhibition, % at 10 µM, or IC50 in µM where a hit was titrated | West Nile virus-infected cells, CPE inhibition; higher % means a stronger effect; in the data active = a potency from the dose series; note: strong numbers were not always called active
human PMI inhibitors: MPI inhibition at elevated mannose 6-phosphate – biochemical, fluorescence intensity, high mannose 6-phosphate, primary screen (AID 1220); recombinant PMI enzyme, coupled fluorescence intensity; higher % means a stronger effect; 0.66% of 190,000 active; inhibition, % at 20 µM; hits with a dose series show IC50 in µM
TNAP activation fold: stimulation of alkaline phosphatase TNAP activity – biochemical, luminescent, no phosphate acceptor, uHTS, primary screen (AID 1001) | purified TNAP, luminescent activation assay, no phosphate acceptor; higher activation fold means a stronger effect | one-dose activation fold at 20 µM; EC50 in µM for titrated hits | 0.03% of 200,000 active; in the data active = activation fold from about 3, or a potency from the dose series; inactive = the rest, 99 in 100 with activation fold below about 1.6; note: many of its hits are not listed in these tables
T cell modulator vesicle-bound %: second read-out of T cell modulator, no call of its own (marks repeat the call); double positive events, %; measured here: CD8+ vesicle-bound cell fraction;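 binding gate set so that unloaded-vesicle control wells show 10% double positive cells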
* marks the source's active call; other numbers are inactive results. Cut-off read from the data, not from the text of the source, unless noted: active = inhibition above about 50%; inactive = the rest.

What do the screens show for `CCOC(=O)C1C(=O)NC(N2CCCCC2)=NC1c1ccccc1` (stereo not drawn)?
UTI89 phage lysis: -0.3%; RSV antiviral HEp-2: -0.2%; human PMI inhibition: 14.7%; T cell modulator: inactive; M17LAP inhibition: 9.8%; M1AAP inhibition: -0.8%; West Nile antiviral: -0.3%; human PMI inhibitors: 3.7%; TNAP activation fold: 1.1; T cell modulator vesicle-bound %: 29.9

How did CCCOC(=O)Nc1cc(OC)ccc1[N+](=O)[O-] do in these assays?
UTI89 phage lysis: 0.8%; RSV antiviral HEp-2: 0.9%; human PMI inhibition: 0.9%; T cell modulator: inactive; M17LAP inhibition: -1.3%; M1AAP inhibition: 4.6%; West Nile antiviral: 0.6%; human PMI inhibitors: 11.3%; TNAP activation fold: 1; T cell modulator vesicle-bound %: 17.5

How did CN(Cc1ccc(F)cc1)C(=O)c1ccc2c(c1)NC(=O)CS2 do in these assays?
UTI89 phage lysis: 0.4%; RSV antiviral HEp-2: 0.2%; human PMI inhibition: 14.1%; T cell modulator: inactive; M17LAP inhibition: 11.9%; M1AAP inhibition: -0.9%; West Nile antiviral: -0.3%; human PMI inhibitors: 14.7%; TNAP activation fold: 1.1; T cell modulator vesicle-bound %: 50.1

Results for O=C(CSc1ccccn1)N1CCOCC1 ?
UTI89 phage lysis: -0.8%; RSV antiviral HEp-2: 2.4%; human PMI inhibition: -7.0%; T cell modulator: inactive; M17LAP inhibition: -2.5%; M1AAP inhibition: 11.6%; West Nile antiviral: 0.1%; human PMI inhibitors: -8.5%; TNAP activation fold: 1.1; T cell modulator vesicle-bound %: 31.9

Results for COc1ccccc1Oc1ccc(-c2cnc3ccccc3n2)cc1[N+](=O)[O-] ?
RSV antiviral HEp-2: 6.8%; human PMI inhibition: 8.9%; T cell modulator: inactive; M17LAP inhibition: 6.0%; M1AAP inhibition: 9.0%; West Nile antiviral: -1.5%; human PMI inhibitors: 14.4%; TNAP activation fold: 1; T cell modulator vesicle-bound %: 54.4

Results for CC1CC(C(F)(F)F)n2ncnc2N1 (stereo not drawn) ?
UTI89 phage lysis: 1.2%; RSV antiviral HEp-2: 0.6%; human PMI inhibition: 9.8%; T cell modulator: inactive; M17LAP inhibition: 0.8%; M1AAP inhibition: 1.9%; West Nile antiviral: 0.8%; human PMI inhibitors: -1.1%; TNAP activation fold: 1.1; T cell modulator vesicle-bound %: 54.1

What do the screens show for `O=C(O)CCCC(=O)Nc1ccccc1C(=O)N1CCCC1`?
UTI89 phage lysis: 0.8%; RSV antiviral HEp-2: 0.6%; human PMI inhibition: 8.1%; T cell modulator: inactive; M17LAP inhibition: 0.4%; M1AAP inhibition: 0.8%; West Nile antiviral: 0.3%; human PMI inhibitors: 1.8%; TNAP activation fold: 1.1; T cell modulator vesicle-bound %: 38.1

Results for COc1ccc(CCn2c(C3CCCCC3)nc3c(c(=O)c4ccccc4n3C)c2=O)cc1 ?
RSV antiviral HEp-2: 1.5%; T cell modulator: inactive; M17LAP inhibition: 1.4%; M1AAP inhibition: 5.0%; West Nile antiviral: 0.0%; T cell modulator vesicle-bound %: 31.4

How did COc1ccc(-c2csc(-n3ncc(-c4cccs4)c3N)n2)cc1 do in these assays?
UTI89 phage lysis: 0.2%; RSV antiviral HEp-2: -0.3%; human PMI inhibition: 11.2%; T cell modulator: inactive; M17LAP inhibition: -3.1%; M1AAP inhibition: 7.5%; West Nile antiviral: 1.0%; human PMI inhibitors: 3.0%; TNAP activation fold: 1.1; T cell modulator vesicle-bound %: 37.7

Results for O=C(CSCc1ccccc1Br)NNC(=S)NCc1ccco1 ?
UTI89 phage lysis: -0.2%; RSV antiviral HEp-2: 20.5%; T cell modulator: inactive; West Nile antiviral: -0.5%; T cell modulator vesicle-bound %: 45.2

Results for COC(=O)CSc1nc(NCC(C)C)nc(N2CCOCC2)n1 ?
UTI89 phage lysis: 0.0%; RSV antiviral HEp-2: 0.2%; human PMI inhibition: 0.4%; T cell modulator: inactive; M17LAP inhibition: 6.2%; M1AAP inhibition: -2.2%; West Nile antiviral: 0.1%; human PMI inhibitors: -4.2%; TNAP activation fold: 1; T cell modulator vesicle-bound %: 6.1

Results for O=C(CCC(=O)OCC(=O)c1cccc([N+](=O)[O-])c1)Nc1cccc(Cl)c1Cl ?
UTI89 phage lysis: 0.4%; RSV antiviral HEp-2: 1.1%; human PMI inhibition: 2.7%; T cell modulator: inactive; M17LAP inhibition: -2.1%; M1AAP inhibition: 1.2%; West Nile antiviral: 0.3%; human PMI inhibitors: -4.0%; TNAP activation fold: 1.1; T cell modulator vesicle-bound %: 44.7

How did CCOc1ccc(NCc2cccn2-c2nnc(N3CCC(C(=O)NCCCN4CCCCC4C)CC3)s2)cc1 (stereo not drawn) do in these assays?
UTI89 phage lysis: 0.3%; RSV antiviral HEp-2: 1.2%; T cell modulator: inactive; West Nile antiviral: -0.9%; T cell modulator vesicle-bound %: 33.6

What do the screens show for `CCOc1ccccc1N(CC(=O)NC1CCCCC1)C(=O)CCC(=O)Nc1nccs1`?
UTI89 phage lysis: -0.2%; RSV antiviral HEp-2: 2.9%; T cell modulator: inactive; West Nile antiviral: -1.2%; T cell modulator vesicle-bound %: 42.5

Results for O=S(=O)(c1ccc(Cl)cc1)N1CCN(c2ncccn2)CC1 ?
UTI89 phage lysis: -1.1%; RSV antiviral HEp-2: -0.1%; human PMI inhibition: -7.7%; T cell modulator: inactive; M17LAP inhibition: -2.1%; M1AAP inhibition: -0.9%; West Nile antiviral: 0.6%; human PMI inhibitors: -7.3%; TNAP activation fold: 1.1; T cell modulator vesicle-bound %: 41.7

How did Cc1ccc(S(=O)(=O)N2CC(C)N(C(=O)N3CCOCC3)C2)cc1 (stereo not drawn) do in these assays?
UTI89 phage lysis: 0.5%; RSV antiviral HEp-2: 2.3%; T cell modulator: inactive; West Nile antiviral: 0.3%; T cell modulator vesicle-bound %: 20.8

Results for O=C(NC1CCCCC1)C12CC3CC(CC(Cl)(C3)C1)C2 ?
UTI89 phage lysis: 5.1%; RSV antiviral HEp-2: 1.7%; human PMI inhibition: 9.1%; T cell modulator: inactive; M17LAP inhibition: -7.2%; M1AAP inhibition: -1.2%; West Nile antiviral: -0.8%; human PMI inhibitors: 1.6%; TNAP activation fold: 1; T cell modulator vesicle-bound %: 48.8

What do the screens show for `O=C(OCC(=O)N1CCC(Cc2ccccc2)CC1)c1ccccc1`?
UTI89 phage lysis: 0.3%; RSV antiviral HEp-2: 1.2%; human PMI inhibition: 0.4%; T cell modulator: inactive; M17LAP inhibition: 0.3%; M1AAP inhibition: 4.5%; West Nile antiviral: 0.1%; human PMI inhibitors: 7.9%; TNAP activation fold: 1; T cell modulator vesicle-bound %: 21.1

What do the screens show for `CCc1ccc2c(c1)cc(CN(C(=S)Nc1ccccc1)C1CC1)c1nnnn12`?
UTI89 phage lysis: 0.2%; RSV antiviral HEp-2: 0.5%; human PMI inhibition: 9.5%; T cell modulator: inactive; M17LAP inhibition: -5.8%; M1AAP inhibition: -0.6%; West Nile antiviral: -0.5%; human PMI inhibitors: 10.5%; TNAP activation fold: 1; T cell modulator vesicle-bound %: 13.0

What do the screens show for `O=C(NC(=S)Nc1ccc(Br)cn1)c1cccs1`?
UTI89 phage lysis: 0.2%; RSV antiviral HEp-2: 1.2%; human PMI inhibition: -7.8%; T cell modulator: inactive; M17LAP inhibition: 3.0%; M1AAP inhibition: 3.0%; West Nile antiviral: -0.6%; human PMI inhibitors: -1.2%; TNAP activation fold: 0.9; T cell modulator vesicle-bound %: 53.5

What do the screens show for `Cc1ccc(S(=O)(=O)CC2CSc3nc(N)cc(=O)n32)cc1` (stereo not drawn)?
UTI89 phage lysis: 0.3%; RSV antiviral HEp-2: 1.5%; human PMI inhibition: 7.1%; T cell modulator: inactive; M17LAP inhibition: 0.5%; M1AAP inhibition: 1.7%; West Nile antiviral: -0.1%; human PMI inhibitors: 9.8%; TNAP activation fold: 1.2; T cell modulator vesicle-bound %: 10.6

How did Cc1noc(C)c1C(=O)NCCc1ccccc1 do in these assays?
UTI89 phage lysis: 1.2%; RSV antiviral HEp-2: 2.0%; human PMI inhibition: -13.4%; T cell modulator: inactive; M17LAP inhibition: 2.5%; M1AAP inhibition: 5.0%; West Nile antiviral: 0.1%; human PMI inhibitors: -8.7%; TNAP activation fold: 1.1; T cell modulator vesicle-bound %: 37.8

Results for Clc1cccc(/C=N/N2CCN(Cc3ccccc3)CC2)c1 ?
UTI89 phage lysis: -1.8%; RSV antiviral HEp-2: 3.7%; T cell modulator: inactive; West Nile antiviral: -0.6%; T cell modulator vesicle-bound %: 60.6

What do the screens show for `COC(=O)Cc1ccc(NC(=S)NNC(=O)c2ccccc2Br)cc1`?
UTI89 phage lysis: 10.7%; RSV antiviral HEp-2: 0.8%; human PMI inhibition: -2.8%; T cell modulator: inactive; M17LAP inhibition: 23.0%; M1AAP inhibition: -6.7%; West Nile antiviral: -0.4%; human PMI inhibitors: -16.2%; TNAP activation fold: 1; T cell modulator vesicle-bound %: 42.1

Results for CC(=O)c1cccc(OCc2cc(C(=O)N3C[C@@H](C)O[C@@H](C)C3)no2)c1 ?
UTI89 phage lysis: 1.6%; RSV antiviral HEp-2: 1.5%; T cell modulator: inactive; West Nile antiviral: -0.2%; T cell modulator vesicle-bound %: 14.1

How did COc1ccc(-c2oc3ncnc(NCCN4CCOCC4)c3c2-c2ccc(OC)cc2)cc1 do in these assays?
UTI89 phage lysis: -0.4%; RSV antiviral HEp-2: 0.2%; human PMI inhibition: -14.3%; T cell modulator: inactive; M17LAP inhibition: -6.4%; M1AAP inhibition: 13.9%; West Nile antiviral: 0.2%; human PMI inhibitors: -0.7%; TNAP activation fold: 1.1; T cell modulator vesicle-bound %: 41.4

Results for O=C(CCc1ccccc1)Nc1nnc(-c2ccc3c(c2)OCCO3)o1 ?
UTI89 phage lysis: 0.0%; RSV antiviral HEp-2: 6.6%; human PMI inhibition: -3.8%; T cell modulator: inactive; M17LAP inhibition: -6.0%; M1AAP inhibition: 5.3%; West Nile antiviral: -0.3%; human PMI inhibitors: 0.6%; TNAP activation fold: 1.3; T cell modulator vesicle-bound %: 20.5

Screens: PubChem BioAssay, several laboratories
